Screens from PubChem BioAssay.
LYP inhibition = PTPN22 lymphoid phosphatase activity blockers – biochemical, fluorescence intensity, uHTS (AID 1779); recombinant LYP phosphatase, fluorescence intensity; higher % means a stronger effect; inhibition, % at 11.5 µM, or IC50 in µM where a hit was titrated; 290,000 compounds, 0.054% hits; in the data active = inhibition above about 50%;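 note: plate controls were vehicle with enzyme for no effect and no enzyme for full effect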
Salmonella PhoP GFP = inhibitors of PhoP regulon expression, primary screen, Salmonella Typhimurium, GFP reporter (AID 1863); S. Typhimurium PhoP-regulated promoter GFP reporter, 4 h; higher % means a stronger effect; inhibition, % at 50 µM; hits with a dose series show IC50 in µM; 300,000 compounds, 0.16% hits;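 active = inhibition over 29.93%, a cutoff 3 SD above the screen mean, later confirmed by dose response; inconclusive = inhibition over 29.93% but no dose response follow-up; inactive = inhibition at most 29.93% or unconfirmed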;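 note: 0% = low Mg2+ inducing control and 100% = high Mg2+ repressing control; strong numbers were not always called active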
GPR35 antagonists = inhibition of zaprinast-stimulated GPR35 beta-arrestin translocation – imaging, U2OS, beta-arrestin-GFP, zaprinast agonist, primary screen (AID 2058). U2OS GPR35 beta-arrestin-GFP translocation imaging, zaprinast antagonism; higher % means a stronger effect. inhibition, % at 10 µM, or IC50 in µM where a hit was titrated. 290,000 compounds, 0.052% hits;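 active = inhibition of at least 50% with at least 30 cells and total cytoplasm GFP at most 10,000,000; inconclusive = under 30 cells or total GFP of 10,000,000 plus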
Rac1 GTP hydrolysis = MgcRacGAP GTPase-activating activity inhibitors, confirmation, biochemical, ADP Hunter fluorescence. MgcRacGAP-stimulated Rac1 GTP hydrolysis, ADP Hunter fluorescence; higher % means a stronger effect; GST-tagged Rac1 F28L mutant substrate. inhibition, % at 30 µM; hits with a dose series show IC50 in µM. 340,000 compounds, 0.6% hits;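 active = first-screen hits whose inhibition reached a set limit at any dose in the follow-up dose series; inconclusive = inhibition above the set first-screen limit but never retested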;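 note: fluorescence reports GDP produced by GAP-driven GTP hydrolysis; strong numbers were not always called active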
Large T inhibition = TAg ATPase/helicase activity blockers – biochemical (AID 1903); one-dose inhibition, % at 20 µM; IC50 in µM for titrated hits; 310,000 compounds, 0.39% hits; SV40 large T antigen ATPase/helicase inhibition assay; higher % means a stronger effect; in the data active = a potency from the dose series; inconclusive = inhibition mostly from about 32% at the one dose, without a potency; inactive = the rest, 99 in 100 with inhibition below about 32%; note: strong numbers were not always called active
ER stress rescue = rescue of cells from ER stress-induced death, primary screen, 384-well, CSM14.1, thapsigargin, ATP luminescence (AID 1222). CSM14.1 thapsigargin-induced death rescue, ATP luminescence; higher % means a stronger effect. cellular ATP content (survival), % at 20 µM; hits with a dose series show EC50 in µM. 190,000 tested, under 10 active;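 active = EC50 below 50 µM in the dose-response confirmation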;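 note: death triggered by thapsigargin at about 15 µM added after 2 h compound pretreatment; cell ATP read after overnight thapsigargin exposure of roughly 18 to 22 hours; normalized against plate controls of thapsigargin alone and 5% DMSO vehicle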
Dengue-2 NS5 capping = flavivirus cap methylation enzyme inhibition – biochemical, confirmation dose response, primary screen (AID 588689). 340,000 compounds, 0.3% hits. one-dose inhibition, % at 25 µM; IC50 in µM for titrated hits. Dengue-2 NS5 methyltransferase capping enzyme assay, biochemical; higher % means a stronger effect; in the data active = a potency from the dose series; inconclusive = inhibition above about 29% without an active follow-up result
West Nile antiviral = West Nile virus antiviral activity, cell-based, CPE readout (AID 1621); West Nile virus-infected cells, CPE inhibition; higher % means a stronger effect; 290,000 compounds, 0.02% hits; CPE inhibition, % at 10 µM, or IC50 in µM where a hit was titrated; in the data active = a potency from the dose series; inconclusive = CPE inhibition mostly from about 3.7% at the one dose, without a potency; inactive = the rest, 99 in 100 with CPE inhibition below about 2.2%; note: strong numbers were not always called active
RSV antiviral HEp-2 = inhibition of RSV-induced cytopathic effect – HEp-2 cells, primary 10 µM value included (AID 2391); CPE inhibition, % at 10 µM; hits with a dose series show IC50 in µM; 310,000 compounds, 0.13% hits; HEp-2 cells, RSV-induced CPE inhibition; higher % means a stronger effect; in the data active = a potency from the dose series; inconclusive = CPE inhibition mostly from about 23% at the one dose, without a potency; inactive = the rest, 99 in 100 with CPE inhibition below about 21%; note: strong numbers were not always called active
Active calls of the source: *; ? = inconclusive; / = not tested or not shown.

item	molecule	LYP inhibition	Salmonella PhoP GFP	GPR35 antagonists	Rac1 GTP hydrolysis	Large T inhibition	ER stress rescue	Dengue-2 NS5 capping	West Nile antiviral	RSV antiviral HEp-2
1	CC1CN(C(=O)Nc2ccccc2)c2ccccc2-[n+]2ccsc21 (stereo not drawn)	11%	20%	2%	29%	13%	-1.3%	11%	-0.1%	0.2%
2	CSc1ccccc1C(=O)NCC1CCCO1 (stereo not drawn)	-7%	19%	12%	7%	-4%	4.4%	0%	-0.6%	1.6%
3	Nc1cc(C(Cl)=C(Cl)Cl)c(S(N)(=O)=O)cc1S(N)(=O)=O	/	-2%	/	2%	11%	/	-2%	/	1.5%
4	Cc1cccc(C)c1Oc1nc(-c2ccccc2)ncc1S(=O)(=O)c1ccccc1	3%	10%	8%	3%	4%	-1.7%	-1%	-0.1%	?
5	O=C(c1ccc(CS(=O)c2ccc(F)cc2)o1)N1CCN(C2CCCCC2)CC1 (stereo not drawn)	1%	-6%	-12%	5%	7%	/	-11%	-0.1%	0.6%
6	CCOC(=O)c1cc(-c2ccccc2)nn1Cc1cc(CC)no1	/	/	/	6%	9%	/	-1%	/	8.8%
7	Cc1c(C(=O)NCc2cccnc2)oc2ccc(S(=O)(=O)N3CCCC(C)C3)cc12 (stereo not drawn)	1%	-6%	-1%	4%	0%	-1.5%	-3%	-1.1%	20%
8	COC(=O)C(Cc1cccc(C)n1)(c1ccccc1)c1ccccc1	-8%	6%	14%	6%	18%	/	2%	0.2%	2.6%
9	O=C(COc1cc(F)ccc1[N+](=O)[O-])NCCCc1ccccc1	-5%	0%	-7%	8%	14%	-5.9%	-2%	0.1%	-1.8%
10	Cc1ccc(N(C)C(=O)CCS(=O)(=O)c2ccc3c(c2)oc(=O)n3C)cc1	0%	-3%	-6%	7%	9%	/	-1%	1.2%	4.3%
11	O=c1[nH]c(COc2ccccc2)nc2ccccc12	-3%	-1%	-2%	9%	4%	/	-1%	-0.7%	3.2%
12	CCOc1ccc(CONS(=O)(=O)c2ccc(NC(C)=O)cc2)cc1Cl	-7%	7%	-2%	15%	1%	-1.8%	1%	-1.6%	?
13	COC(=O)C1=C(C)N(CC2CC2)C(=O)N[C@H]1c1ccccc1	/	-2%	/	9%	11%	/	-6%	-0.5%	0.7%
14	O=C(CN1CCN(c2cccc(Cl)c2)CC1)c1ccc(O)cc1O	-4%	1%	8%	9%	8%	/	4%	-0.3%	7.3%
15	COCc1nnc(NC(=O)c2ccc(S(=O)(=O)N3CCCC3)cc2)o1	-5%	4%	4%	-3%	-10%	/	-7%	0.5%	0.3%
16	CC1=CCC2C(=O)N(c3cccc(C(=O)NCc4ccccc4)c3)C(=O)C2C1 (stereo not drawn)	-10%	1%	-3%	2%	5%	/	-3%	0.2%	1.4%
17	Cc1nc([N+](=O)[O-])cn1CC(O)c1ccc(-c2ccccc2)cc1 (stereo not drawn)	-1%	7%	-6%	/	7%	/	/	-0.2%	/
18	CCC1CN(C(=O)NCc2ccc(F)cc2)c2cc(C)ccc2O1 (stereo not drawn)	-4%	14%	-8%	0%	0%	/	-8%	-1.4%	2.9%
19	N#Cc1nc(N2CCOCC2)nc(N2CCOCC2)n1	-12%	2%	0%	2%	17%	-3.8%	-12%	1.4%	1.0%
20	CNc1nc(-c2ccc3c(c2)CCN3S(=O)(=O)c2ccccc2)c(C)s1	3%	-1%	10%	8%	3%	5.5%	-5%	-1.5%	0.0%
21	CCCCNS(=O)(=O)c1ccc2nc(-c3cccnc3)cc(C(=O)NCCCOC)c2c1	-1%	-9%	0%	6%	1%	/	-2%	-0.3%	2.8%
22	CSc1nnc(NC(=O)c2cc3ccccc3oc2=O)s1	-8%	6%	6%	5%	9%	-1.3%	0%	0.0%	-0.2%
23	CCN(C(=S)NC(=O)CCc1ccccc1)c1ccccc1	-9%	2%	-9%	8%	5%	-4.5%	6%	-0.1%	1.5%
24	CCOc1ccc(NS(=O)(=O)c2ccc(NC(=O)C3CC3)cc2)cc1	-6%	8%	-1%	-2%	5%	/	2%	-0.6%	0.1%
25	Cc1ccc(C)c(OCCCC(=O)Nc2ccccc2C(N)=O)c1	-8%	-6%	2%	11%	8%	0.1%	-2%	-1.1%	7.0%
26	Fc1ccccc1NC(=S)N1CCOCC1	-10%	13%	7%	-4%	-2%	/	2%	-0.2%	-0.7%
27	OCCC1CN(Cc2ccsc2)CCN1C1CCCC1 (stereo not drawn)	-5%	-7%	4%	-9%	5%	0.8%	-2%	1.2%	-1.1%
28	COc1ccc(-c2csc(C3=C(O)CN(C(C)C)C3=N)n2)cc1OC	0%	7%	3%	9%	2%	0.9%	-8%	0.9%	4.3%
29	O=C(N/N=C1/CCS(=O)(=O)c2ccc(F)cc21)c1ccccn1	-4%	3%	-8%	2%	8%	0.3%	-12%	0.0%	0.8%
30	CN(CC(=O)Nc1ccccc1Cl)C(=O)COC(=O)c1ccc(Cl)cc1[N+](=O)[O-]	-2%	-3%	6%	7%	24%	/	-3%	1.2%	3.0%
31	CCOC(=O)c1c(NC(=O)C2CCCO2)sc(C)c1C (stereo not drawn)	-4%	-2%	2%	12%	5%	1.3%	3%	-0.7%	5.0%
32	Cc1nsc(Nc2ccccc2)c1C#N	-8%	-4%	-5%	5%	11%	-2.3%	-8%	-0.2%	1.8%
33	CC/C(=N\NC(=S)Nc1cc(C)ccc1C)c1ccc(OC(F)F)cc1	-4%	14%	-7%	7%	21%	0.6%	-9%	-0.9%	15%
34	O=C(O)CN=C(NS(=O)(=O)c1ccccc1)c1ccccc1	-5%	4%	4%	9%	3%	-1.6%	-2%	-0.3%	0.4%
35	Cc1cc(C)n(CCCO)c(=O)c1C#N	-7%	-4%	0%	-1%	11%	0.8%	-3%	0.5%	0.7%
36	COCC(=O)NCc1nc2ccccc2[nH]1	-6%	10%	-5%	5%	7%	/	-6%	-0.1%	1.8%
37	Cc1ccc2cc3c(N)[nH]nc3nc2c1	-2%	13%	-2%	?	13µM*	0.4%	1%	0.3%	-0.9%
38	O=c1[nH]c(SCc2ccccc2)nc2c1cnn2-c1ccc(F)cc1	-1%	-4%	3%	14%	12%	-1.2%	-6%	/	-0.1%
39	CCC(C(=O)Nc1cccnc1)c1ccccc1 (stereo not drawn)	-11%	-1%	-2%	5%	0%	/	7%	-0.2%	0.2%
40	CCS(=O)(=O)c1ncc(Cl)c(C(=O)Nc2ccc(S(=O)(=O)N3CCC(C)CC3)cc2)n1	-6%	-10%	28%	9%	52µM*	/	-60%	-0.2%	-3.7%
41	O=C(Nc1nccs1)C1CCN(S(=O)(=O)c2ccc(Cl)c(C(F)(F)F)c2)CC1	0%	-8%	14%	13%	-3%	-0.3%	1%	0.0%	-0.5%
42	C/C(=N/NC(=O)CNC(=O)c1ccccn1)c1ccc([N+](=O)[O-])cc1	-3%	-6%	-6%	4%	8%	-1.8%	2%	-0.1%	1.6%
43	Cc1ccc(SCC(=O)c2c(C)[nH]c3ccccc23)cc1	-6%	-11%	0%	9%	2%	-0.4%	-8%	-0.6%	3.4%
44	CC(OC(=O)/C=C/c1ccc(Br)cc1)C(=O)N1CCOCC1 (stereo not drawn)	/	-5%	/	3%	25%	/	-9%	/	-1.2%
45	CCC(C)NC(=O)CSc1nc2c(sc(=S)n2Cc2ccco2)c(=O)n1-c1ccccc1 (stereo not drawn)	5%	-19%	21%	13%	8%	1.3%	-5%	-0.7%	1.1%
46	O=C1OCCC1Sc1nnc(-c2ccccc2Br)n1Cc1ccccc1 (stereo not drawn)	-4%	18%	38%	6%	8%	0.7%	-7%	0.6%	2.0%
47	CCOC(=O)c1ccc(N2C=C(C(=O)OC)C(c3cccc(O)c3)C(C(=O)OC)=C2)cc1	0%	5%	-21%	6%	6%	/	-7%	-0.3%	0.2%
48	CCOC(=O)/C=c1\s/c(=C\c2c(OC)ccc3ccccc23)c(=O)n1CC(=O)NCC1CCCO1 (stereo not drawn)	2%	-100%	-11%	-6%	10%	0.7%	-3%	0.2%	0.0%
49	COc1ccc(-c2cc3cc(C(=O)O)ccn3c2C(=O)c2ccccc2)cc1	5%	-10%	-6%	5%	22%	/	-2%	-0.1%	4.6%
50	O=c1cc(C(F)(F)F)[nH]c2ccc(OC(F)(F)F)cc12	-6%	2%	7%	/	9%	/	/	-0.1%	3.2%
51	Cc1cc(C)nc(SCc2cc(=O)c(OC(=O)c3ccc(Cl)c([N+](=O)[O-])c3)co2)n1	-2%	-7%	-8%	16%	10%	-0.4%	13%	-0.5%	2.9%
52	Cc1nn(Cc2c(F)c(F)c(F)c(F)c2F)c(C)c1NC(=O)c1nn(C)cc1[N+](=O)[O-]	-10%	9%	2%	5%	-4%	3.1%	0%	-0.9%	-0.9%
53	CCCCN(C)CCNC(=O)CN1C(=O)CSc2ccc(S(=O)(=O)N3CCCC3)cc21	-10%	2%	-6%	4%	-1%	/	-4%	0.4%	-0.7%
54	COc1cccc(-c2nc(CS(=O)CC(=O)NC3CC3)c(C)o2)c1 (stereo not drawn)	-9%	5%	-4%	-10%	17%	0.0%	-3%	0.1%	-0.5%
55	CCOc1ccc(C(N)=O)cc1OC	5%	-11%	7%	-1%	8%	/	7%	0.1%	1.2%
56	COc1cccc(NC(=O)CSc2nnc(NC(=O)C3CC3)s2)c1	-8%	10%	-9%	5%	2%	/	-3%	-0.4%	1.0%
57	Cc1ccc(N=Cc2nc(-c3ccc(C)cc3)oc2O)cc1	-7%	-1%	21%	-2%	8%	18%	-5%	-0.3%	/
58	Cc1ccccc1C(=O)NC1CC(C)(C)NC(C)(C)C1	/	3%	/	4%	1%	/	7%	0.1%	2.4%
59	CC1CC(C)CN(C(=O)CCC(=O)Nc2nnc(C3CCCCC3)s2)C1 (stereo not drawn)	0%	-2%	-9%	5%	9%	/	-6%	-0.1%	2.8%
